# Source: PubChem BioAssay
# WT yeast gro inh = growth inhibition of WT yeast, mitochondrial fusion screen | mitochondrial fusion phenotypic screen, WT strain | inhibition, % at 10 µM | actives 2.1% (n = 190,000); in the data active = inhibition above about 58%; tested in S. cerevisiae
# PhoP inhibition = inhibitors of PhoP regulon expression, primary screen, Salmonella Typhimurium, GFP reporter (AID 1863). S. Typhimurium PhoP-regulated promoter GFP reporter, 4 h; higher % means a stronger effect. inhibition, % at 50 µM; hits with a dose series show IC50 in µM. actives 0.16% (n = 300,000);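 active = inhibition over 29.93%, a cutoff 3 SD above the screen mean, later confirmed by dose response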;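 note: 0% = low Mg2+ inducing control and 100% = high Mg2+ repressing control; strong numbers were not always called active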
# Myeloid diff 2 = compounds promoting myeloid differentiation; ER-HoxA9 myeloid progenitors, lysozyme-GFP differentiation, flow cytometry; calls only at 10 µM; actives 1% (n = 360,000); AID 624256;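 active = normalized GFP-positive differentiation at or above the plate's own cutoff, the solvent-only control mean plus 3 SD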;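 note: cells exposed to compound for four days before flow analysis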
# b-catenin transl = beta-catenin nuclear translocation modulation; actives 0.3% (n = 190,000); AID 1665; nuclear translocation activity, % at 5 µM; HeLa beta-catenin nuclear translocation, immunofluorescence imaging;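 active = nuclear translocation activity above 50% at 5 µM, with a well cell count of 50 or more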;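 note: per-cell ratio of nuclear to cytoplasmic median beta-catenin stain intensity; plate controls were DMSO negative control for no effect and GSK-3 inhibitor IX positive control for full effect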
#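 Test system: HeLa cells, endogenous beta-catenin; Compound: single 5 µM dose plus 0.02–20 µM confirmation series; Times: compound exposure 24 h at 37°C; Signal: fluorescence imaging of beta-catenin antibody stain plus DAPI; Read-out: % activation, nuclear-to-cytoplasmic median beta-catenin signal ratio per cell.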
# T cell modulator = modulates CD8 T cell binding to vesicles | 2C CD8+ T cell-vesicle binding, flow cytometry; active compounds read low | AID 2052 | calls only at 7 µM | actives 0.068% (n = 330,000);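 active = response, share of CD8 T cells binding vesicles, and their 90th percentile fluorescence all below set limits, cut at about 80% in these data, passing the limit was not always enough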
#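 System: murine 2C transgenic CD8+ T lymphocytes; also added: QL9-loaded Drosophila micro-vesicles; times: binding 1.5 h at 37 °C; measured by: flow cytometry, PE anti-B7-1 (FL2) versus Alexa647 anti-CD8 (FL8), PFA-fixed; control set: Peptide-free naked vesicles (low) and QL9 vesicles with 0.7% DMSO vehicle (high)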
# RSV CPE inhibition = RSV antiviral activity via CPE protection, HEp-2 cells, primary 10 µM value included (AID 2391) | one-dose CPE inhibition, % at 10 µM; IC50 in µM for titrated hits | HEp-2 cells, RSV-induced CPE inhibition; higher % means a stronger effect | actives 0.13% (n = 310,000); in the data active = a potency from the dose series; note: strong numbers were not always called active
# SV40 large T antigen = TAg ATPase/helicase activity blockers – biochemical (AID 1903); SV40 large T antigen ATPase/helicase inhibition assay; higher % means a stronger effect; inhibition, % at 20 µM, or IC50 in µM where a hit was titrated; actives 0.39% (n = 310,000); in the data active = a potency from the dose series; note: strong numbers were not always called active
# West Nile antiviral = inhibition of WNV-induced cytopathic effect – cell-based, CPE readout (AID 1621). one-dose CPE inhibition, % at 10 µM; IC50 in µM for titrated hits. West Nile virus-infected cells, CPE inhibition; higher % means a stronger effect. actives 0.02% (n = 290,000); in the data active = a potency from the dose series; note: strong numbers were not always called active
# Rac1 GTP hydrolysis = MgcRacGAP GTPase-activating activity inhibitors, confirmation, biochemical, ADP Hunter fluorescence. MgcRacGAP-stimulated Rac1 GTP hydrolysis, ADP Hunter fluorescence; higher % means a stronger effect; GST-tagged Rac1 F28L mutant substrate. inhibition, % at 30 µM; hits with a dose series show IC50 in µM. actives 0.6% (n = 340,000);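 active = first-screen hits whose inhibition reached a set limit at any dose in the follow-up dose series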;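 note: fluorescence reports GDP produced by GAP-driven GTP hydrolysis; strong numbers were not always called active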
# WT yeast gro inh mutant strain = second read-out of WT yeast gro inh, no call of its own (marks repeat the call); inhibition, %; mitochondrial fusion phenotypic screen, mutant strain inhibition
# b-catenin transl cell count 5 µM = further read-out of b-catenin transl, marked with its call; cell count; measured here: cell count, cytotoxicity flag
# T cell modulator vesicle-bound % = also measured in T cell modulator; calls as there; double positive events, %; measured here: CD8+ vesicle-bound cell fraction;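 binding gate set so that unloaded-vesicle control wells show 10% double positive cells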
# Myeloid diff 2 GFP+ MAC1+ % = also measured in Myeloid diff 2; calls as there; GFP+ MAC1+ double positive, %; measured here: differentiation confirmed by MAC1 staining
# The depositor's hits bear a star; i = inactive; & = joins results of further samples. This is a subset; rates above refer to the full screens.
SMILES,WT yeast gro inh,WT yeast gro inh mutant strain,PhoP inhibition,Myeloid diff 2,Myeloid diff 2 GFP+ MAC1+ %,b-catenin transl,b-catenin transl cell count 5 µM,T cell modulator,T cell modulator vesicle-bound %,RSV CPE inhibition,SV40 large T antigen,West Nile antiviral,Rac1 GTP hydrolysis
CC[C@@H]1C(=O)OC[C@@H]1Cc1cncn1C,10.5&4.4&-2.1,-0.6&-10.2&6.1,4.8%&1.0%&2.4%&-11.1%,i,2.3&2.7,-4.8&-2.5,487&1193,i,20.3&31.8,-0.9%&0.5%,16.4%&8.1%&20.6%&22.8%,0.0%&-0.4%,9.7%&1.5%
